# Screens from PubChem.
# Mcl1-Bid inh = Mcl-1/Bid interaction inhibition; Q07820; TR-FRET Mcl-1/Bid-Dy647 peptide binding, 1536-well; inhibition, % at 21.7 µM; 220,000 tested, 0.97% active; AID 1021;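 active = compounds that cut the binding signal by more than half at the single screening dose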;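 also: His-tagged Mcl-1 with europium anti-His antibody binding Bid BH3 peptide; 0% = Mcl-1 plus peptide wells and 100% = peptide-only wells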
# Target sequence (Q07820 whole entry, looked up): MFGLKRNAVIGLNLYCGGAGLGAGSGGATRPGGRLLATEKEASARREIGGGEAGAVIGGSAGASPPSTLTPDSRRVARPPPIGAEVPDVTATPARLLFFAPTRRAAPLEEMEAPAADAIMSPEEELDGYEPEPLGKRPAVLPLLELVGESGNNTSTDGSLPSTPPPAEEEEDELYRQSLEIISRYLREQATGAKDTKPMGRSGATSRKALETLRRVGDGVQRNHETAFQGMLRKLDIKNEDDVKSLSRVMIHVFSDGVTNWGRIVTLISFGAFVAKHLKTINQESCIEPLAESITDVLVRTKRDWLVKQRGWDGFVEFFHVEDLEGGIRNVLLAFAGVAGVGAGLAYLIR
# Avidin fluor = compound fluoresces at 488/530 nm on avidin beads | compound fluorescence 488/530 nm, flow cytometry; active compounds read high | fluorescence (KMESF) at 10 µM | 220,000 tested, 0.38% active | AID 1775; in the data active = fluorescence above about 47; also: inactives centre near 10
# Rac1 wt modul = human Rac1 wildtype GTP binding, inhibitors and activators. 190,000 tested, 0.27% active. P63000. GST-Rac1 beads, fluorescent GTP binding, flow cytometry; actives lie on both sides; 0 = cold GTP competed, 100 = untreated. GTP binding activity (% of control), % at 10 µM;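 active = GTP binding activity at least 20 points away from the 100% control level, either lower or higher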
# Rac1 act GTP bind = alters GTP binding to activated mutant human Rac1; GST-Rac1 activated beads, fluorescent GTP binding, flow cytometry; actives lie on both sides; 100% means binding = to untreated wells; percent activity (GTP binding), % at 10 µM; 190,000 tested, 0.11% active; AID 764;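 active = GTP binding at least 20 percentage points away from the 100% baseline, in either direction, so actives lie on both sides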
# HRas wt GTP bind = modulators of GTP binding to human HRas wildtype | 190,000 tested, 0.14% active | GST-Ras wt beads, Bodipy-FL-GTP binding, flow cytometry; actives lie on both sides | AID 759 | GTP binding activity, % at 10 µM;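 active = GTP binding activity at least 20% away from the 100% baseline, either lowered as inhibitor or raised as activator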;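 also: 0% = unlabeled GTP competition control and 100% = no-compound control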
# Target sequence (P01112 whole entry, looked up): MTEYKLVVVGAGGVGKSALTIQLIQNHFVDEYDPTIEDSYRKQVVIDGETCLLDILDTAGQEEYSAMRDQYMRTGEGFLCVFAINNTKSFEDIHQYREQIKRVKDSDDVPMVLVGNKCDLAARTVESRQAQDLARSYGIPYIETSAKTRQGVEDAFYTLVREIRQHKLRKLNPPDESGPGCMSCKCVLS
# Rab7 wt modul = modulators of GTP binding to dog Rab7 wildtype GTPase; GST-Rab7 beads, fluorescent GTP binding, flow cytometry; actives lie on both sides; untreated = 100%, excess cold GTP = 0%; GTP binding activity (percent of control), % at 10 µM; 190,000 tested, 0.055% active; AID 758;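 active = fluorescent GTP binding to Rab7 beads changed by at least 20 points from the 100% baseline, either direction, mostly lower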;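 also: median green fluorescence of bound Bodipy-FL-GTP per Rab7 bead population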
# Bim-Mcl-1 = human Bim-Mcl-1 interaction inhibition. Q07820. Bead-based flow cytometry, Bim peptide-Mcl-1 binding. inhibition, % at 10 µM. 190,000 tested, 0.1% active; in the data active = inhibition above about 40%;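 also: 0% = no compound tracer wells and 100% = peptide blocker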
# Cdc42 wt GTP = changes GTP binding to wildtype human Cdc42; 190,000 tested, 0.2% active; GST-Cdc42 beads, Bodipy-GTP binding, flow cytometry; actives lie on both sides; percent activity (GTP binding), % at 10 µM; P60953;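 active = percent activity GTP binding at least 20 points away from the 100% baseline, either down as inhibitor or up as activator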;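 also: median bead fluorescence of bound Bodipy-FL-GTP at 100 nM; 0% = excess unlabeled GTP control and 100% = no compound control; below 100% means less GTP binding so inhibitor and above means activator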
# Target sequence (P60953 whole entry, looked up): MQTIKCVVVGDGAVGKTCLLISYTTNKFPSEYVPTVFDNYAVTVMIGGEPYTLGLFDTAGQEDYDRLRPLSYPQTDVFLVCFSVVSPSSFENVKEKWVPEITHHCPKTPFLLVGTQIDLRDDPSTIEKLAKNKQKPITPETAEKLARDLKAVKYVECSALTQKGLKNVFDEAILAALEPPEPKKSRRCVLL
# Rab2 wt GTP = changes GTP binding to wildtype dog Rab2A, up or down | P61105 | GST-Rab2 wt beads, Bodipy-GTP binding, flow cytometry | GTP binding activity, % at 10 µM | 190,000 tested, 0.19% active;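 active = GTP binding activity at least 20 points away from 100%, either lowered or raised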;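 also: 0% = beads with excess unlabeled GTP and 100% = no-compound control corrected for plate trend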
# Mcl1-Noxa inh = Mcl-1/Noxa interaction inhibition. Q07820. TR-FRET Mcl-1/Noxa peptide binding, 2 h. inhibition, % at 21.7 µM. 220,000 tested, 1.5% active;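 active = compounds that cut the protein-peptide binding signal by more than 50% relative to plate controls in a single-dose test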;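 also: His-tagged Mcl-1 with rhodamine Noxa BH3 peptide and terbium anti-His antibody; 0% = Mcl-1 plus Noxa peptide wells and 100% = peptide-only wells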
# Pf gamet viab = inhibitors of late stage P. falciparum gametocyte viability; P. falciparum stage V gametocytes, ATP luminescence, 24 h; inhibition, % at 10.9 µM; 150,000 tested, 0.065% active;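 active = inhibition above the mean plus 3 SD of compounds within the control limits, set per campaign, cut at about 38% in these data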;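 also: 0% = DMSO wells and 100% = medium only without gametocytes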
# An asterisk follows results filed as active; / = no result given.
SMILES,Mcl1-Bid inh,Avidin fluor,Rac1 wt modul,Rac1 act GTP bind,HRas wt GTP bind,Rab7 wt modul,Bim-Mcl-1,Cdc42 wt GTP,Rab2 wt GTP,Mcl1-Noxa inh,Pf gamet viab
CCc1ccc(-c2csc(NC(=O)COC(=O)CCc3nc4ccccc4s3)n2)cc1,9,13,104,100,101,104,-4,102,102,3,/
CN(Cc1ccccc1)c1nc(-c2cccc([N+](=O)[O-])c2)nc2ccccc12,-10,17,104,98,100,104,0,100,99,21,3
CSc1ncccc1C(=O)NC1CCCCCC1,-25,11,99,96,98,100,1,96,99,-15,/
O=c1[nH]c(-c2ccccc2)nc2sc(-c3ccccc3)cc12,-14,14,98,93,101,105,-7,96,100,2,7
CC1CCN(C(=O)Cn2cc(SCC(=O)NCC3CCCO3)c3ccccc32)CC1 (centres undefined),-25,24,96,96,97,103,-1,95,98,-2,8
Cc1cc(NC(=O)CSc2nc(-c3cccs3)cc(C(F)(F)F)n2)no1,-21,9,104,98,99,97,-3,102,98,10,/
O=C(N/N=C/c1cc(Br)c(Br)s1)c1ccncc1,-20,3,99,94,95,99,-3,94,96,11,-34
C/C(=N\Nc1ccc(F)cc1F)c1ccccc1O,-24,8,99,96,97,95,-1,95,95,14,/
COc1ccc(CC(=O)Nc2ccc3c(c2)OCO3)cc1S(=O)(=O)N1CCOCC1,-24,13,103,99,102,97,-3,102,102,15,0
N#CCCN1CCN(Cc2cc(-c3ccccc3)ccc2O)CC1,-10,22,104,100,102,101,14,101,100,16,/
CCOC(=O)c1c(C)c(C(=O)N2CCc3ccccc3C2)c(C)n1CC,1,34,111,101,104,106,0,104,106,1,/
CC1CC(C)CN(c2oc(-c3ccccc3Cl)nc2C#N)C1 (centres undefined),7,8,100,99,102,103,0,102,102,-15,3
O=C(CS(=O)(=O)c1ccccc1)N1CCCCCC1,-19,14,102,97,103,103,-1,98,100,-5,20
CC(C)(C)OC(=O)NC(CCCCNC=O)C(=O)O (centres undefined),-6,14,109,101,102,103,0,105,103,8,-43
Cc1ccccc1OCC(=O)O/N=C(\N)Cc1cccs1,-30,24,107,98,101,96,0,102,97,2,/
COc1ccc(OC)c(C2SCCN2S(C)(=O)=O)c1 (centres undefined),-47,10,113,100,104,103,0,104,101,-5,22
CCCOc1cccc(C(=O)Nc2nnn(CCC)n2)c1,11,25,96,97,98,98,0,96,97,25,-12
CCn1c(SCC(=O)N2CCCCC2C)nnc1-c1ccc(S(=O)(=O)N2CCN(C)CC2)cc1 (centres undefined),-25,7,99,97,100,101,-5,100,101,6,/
Cc1nc(NC(=O)/C=C/c2ccccc2)sc1C(=O)NCCO,-25,9,100,93,98,104,0,96,96,4,-2
CCNc1ccc(C(=O)OC(C(=O)NC(N)=O)C(C)C)cc1[N+](=O)[O-] (centres undefined),-3,14,100,94,99,103,-1,94,98,14,-1
COc1cc(C2=Nc3c(c(C)nn3-c3ccccc3)P(=O)(N3CCOCC3)O2)cc(OC)c1OC (centres undefined),-2,27,108,101,102,104,1,103,103,5,5
CC(=O)NC(CCS(C)(=O)=O)C(=O)Nc1cccc(C)c1 (centres undefined),-34,7,109,102,102,104,0,107,101,5,/
c1coc(C2=Nc3cccc4cccc(c34)N2)c1,-58,10,102,97,99,105,8,96,98,33,2
Cc1cccc(OCC(=O)N/N=C/c2cn[nH]c2-c2ccc(Cl)c(Cl)c2)c1,0,15,96,96,97,100,-6,94,94,0,-19
COc1nc(N(C)C)nc(N(C#N)CCOC(C)=O)n1,-20,10,100,98,95,93,1,96,96,15,-19

# Later entries:
SMILES,Mcl1-Bid inh,Avidin fluor,Rac1 wt modul,Rac1 act GTP bind,HRas wt GTP bind,Rab7 wt modul,Bim-Mcl-1,Cdc42 wt GTP,Rab2 wt GTP,Mcl1-Noxa inh,Pf gamet viab
O=C(NNC(=O)NC1CCCCC1)NC1CCCCC1,-23,8,99,94,96,97,1,98,95,4,/
Cc1ccc(N(CC(N)=O)C2SC(=O)NC2=O)cc1 (centres undefined),-5,6,102,94,97,96,0,99,97,-2,-3
CN1CCN(CCc2cn3ncc(C#N)c3nc2-c2ccc(F)cc2)CC1,-10,7,103,99,99,100,2,96,97,18,-21
CCOc1c2ccc(C(=O)NCCCCc3ccccc3)cc2nn1CC,-13,/,98,99,99,95,1,99,96,2,/
COc1ccc(-c2ccc(=O)n(Cc3ccc([N+](=O)[O-])cc3)n2)cc1,2,15,104,98,99,94,-2,102,100,-5,12
CCOc1ccccc1N(CC(=O)N/N=C/c1cc(Br)ccc1OC)S(C)(=O)=O,1,5,104,99,98,93,-6,96,100,-6,7
O=C(Cn1nnc(-c2ccc(Cl)cc2)n1)NCC1CCCCC1,-3,12,102,96,98,98,-2,99,100,-8,20
CCOC(=O)C1CCCN(Cc2c(F)cccc2Cl)C1 (centres undefined),-15,12,104,99,99,98,0,102,100,7,/
CC(=O)c1ccc(OCc2ccc(C(=O)c3ccccc3)cc2)cc1,-15,9,96,92,95,104,3,97,96,22,-12
COC1CCN(C(=O)c2ccc(OC3CCN(CCc4ccccc4)CC3)cc2)CC1,-20,13,103,97,102,105,-1,97,98,5,1
Cc1ccc(-c2nnc(-c3ccccc3)c(N3CCOCC3)n2)cc1,-2,28,103,98,101,101,-2,100,99,3,-19
CC(C)CCN(C(=S)Nc1cccc(F)c1)C(C)c1cccs1 (centres undefined),-17,8,92,94,98,101,0,95,99,-7,-23
COc1ccc(CO/N=C/c2c(C)[nH]c(=O)[nH]c2=O)cc1,-45,13,103,95,101,102,-3,100,100,-2,/
O=c1c2ccccc2nc2n1C(CSCc1cccc(C(F)(F)F)c1)CS2 (centres undefined),7,36,102,100,102,99,-3,104,100,-1,8
COc1cccc(CN(Cc2ccco2)C(c2ccc(F)cc2)c2nnnn2C(C)(C)C)c1 (centres undefined),-22,7,109,100,102,99,-5,101,105,-12,/
CCOC(=O)C(NCCCO)c1ccccc1 (centres undefined),3,/,108,102,103,102,-1,105,102,3,/
COc1ccc(-n2c(CN3CCC(C)CC3)nc3ccc([N+](=O)[O-])cc3c2=O)c(OC)c1,-33,8,102,96,98,99,0,95,97,7,8
CC12CN3CC(C)(CN(C1)C3c1ccc(F)cc1)C2 (centres undefined),2,20,99,96,98,105,1,96,101,18,9
COc1ccc(-c2nc(N)n(C(C)=O)n2)cc1,8,14,98,98,98,98,-4,99,98,-4,/
Cc1ccc(N2C(=O)[C@@H]3Cc4ccccc4CN3C2=O)cc1,-7,13,105,99,100,103,-6,104,98,8,-4
CCOC(=O)c1c2n(c3c(NCc4ccccc4)ncnc13)CCCC2,-13,9,108,98,99,102,0,104,100,25,10
O=c1cc(N2CCCCC2)c(-c2ccccc2)nn1Cc1cccc(F)c1,15,10,95,91,90,90,1,89,91,8,5
COc1cc(/C=C/C(=O)OCC(=O)Nc2ccc(C)c(S(=O)(=O)N3CCCCC3)c2)ccc1O,-9,9,98,100,98,98,-2,95,100,19,13
CC(=O)Nc1ccc(S(=O)(=O)Nc2nc3ccc([N+](=O)[O-])cc3s2)cc1,4,11,94,89,91,94,-4,94,92,5,-24
COc1ccc2[nH]c(O)c(N=O)c2c1,-83,6,103,100,100,100,0,101,98,30,-16

# (next part)
SMILES,Mcl1-Bid inh,Avidin fluor,Rac1 wt modul,Rac1 act GTP bind,HRas wt GTP bind,Rab7 wt modul,Bim-Mcl-1,Cdc42 wt GTP,Rab2 wt GTP,Mcl1-Noxa inh,Pf gamet viab
O=C(COC(=O)c1ccccc1Sc1ccc(C(F)(F)F)cc1[N+](=O)[O-])NC(=O)NC1CCCC1,11,16,98,98,99,95,-3,100,99,1,-7
O=C(/C=N/NC(=O)c1ccccc1Br)c1ccccc1,-17,8,98,96,95,97,0,98,96,-10,19
CCS(=O)(=O)N1Cc2ccccc2CC1C(=O)Nc1nc(C)cs1 (centres undefined),3,18,102,98,99,105,-2,97,97,27,8
CCCOc1ccc(C(=O)NNC(=S)NC(=O)CC)cc1,-203,15,104,103,102,97,-1,104,99,-68,13
COc1ccccc1Nc1cc(N2CCOCC2)c2nonc2c1[N+](=O)[O-],-13,12,102,95,98,103,-3,96,97,10,-3
COc1ccc(NC(=O)CCCn2c(=S)[nH]c3ccccc3c2=O)cc1,-26,6,110,100,103,103,-1,104,102,-10,/
CS(=O)(=O)N(CC(=O)NC1CC1)C1CCCCC1,-2,3,103,99,100,98,1,99,97,17,5
COc1nnc(-c2ccc(C(=O)N3C[C@@H]4C[C@H](C3)c3cccc(=O)n3C4)cc2)c2ccccc12,24,31,102,97,97,94,-3,99,99,21,/
CCOC(=O)C1CCCN(c2ccc(NC(=O)c3snc4c(=O)[nH]cnc34)cc2)C1 (centres undefined),-60,9,105,101,101,103,-3,104,98,63*,15
CCCCSc1nnc([C@H](CC(C)C)NC(=O)OC(C)(C)C)o1,-29,15,105,101,100,98,0,102,98,-31,-27
CCCCCCn1nc(C(=O)Nc2nc3c(s2)CCCC3)c2ccccc2c1=O,10,10,105,97,100,99,45*,99,100,25,/
CCCn1c(SCC(=O)Nc2ccccc2CC)nnc1C(C)C,-19,5,108,101,105,103,1,105,102,7,7
CCOC(=O)c1c(C)[nH]c(C)c1C(=O)COC(=O)c1ccc(Cl)c(S(=O)(=O)NCc2ccccc2)c1,-8,16,95,94,97,98,0,95,95,-2,/
CC(C)Sc1oc(-c2ccco2)nc1S(=O)(=O)c1ccc(F)cc1,-9,37,104,98,99,97,-7,100,98,41,/
O=C(O)Cc1ccccc1C(=O)O,15,14,97,93,98,97,-4,98,97,32,6
COc1ccc(Cl)cc1S(=O)(=O)N1CCN(C(=O)COc2ccccc2)CC1,-20,10,96,94,96,98,1,97,94,4,-9
CCC(Sc1ncccc1C(=O)O)C(=O)N1CCOCC1 (centres undefined),-46,19,101,95,105,108,0,100,105,2,/
COc1ccc(-c2nc(CN3CCCCC3c3cccnc3)c(C)o2)c(F)c1 (centres undefined),-58,12,97,95,97,102,-6,93,98,22,-17
Cc1ccnc(NC(c2ccccn2)c2c(C)[nH]c3ccccc23)c1 (centres undefined),2,10,100,95,96,95,4,97,95,38,7
